Source: PubChem (several laboratories)
HTR5A ag: activates human HTR5A in OPRM1-OPRD1 agonist counter-screen | HTR5A agonist assay, luminescence, cell-based | AID 504692 | P47898 | 340,000 tested, 0.61% active | activation, % at 9.3 µM; in the data active means activation mostly above about 9.5%, no sharp cut-off; inactive means mostly below about 7.6%;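 further: 0% = cells with vehicle only and 100% = reference agonist; strong numbers were not always called active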
Target sequence (P47898 whole entry, looked up): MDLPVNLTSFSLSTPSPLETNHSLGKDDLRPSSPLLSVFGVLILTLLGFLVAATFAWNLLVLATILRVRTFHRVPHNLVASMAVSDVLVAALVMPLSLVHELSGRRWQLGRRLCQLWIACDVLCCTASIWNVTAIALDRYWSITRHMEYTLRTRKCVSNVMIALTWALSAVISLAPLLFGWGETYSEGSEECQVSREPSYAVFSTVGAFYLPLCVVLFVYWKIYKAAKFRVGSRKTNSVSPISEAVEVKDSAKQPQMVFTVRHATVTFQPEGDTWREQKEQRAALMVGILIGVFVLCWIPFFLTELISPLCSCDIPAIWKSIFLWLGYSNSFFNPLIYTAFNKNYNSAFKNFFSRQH
Wnt act: activates Wnt/beta-catenin signaling in a reporter cell assay | activator, plate reader | activation, % at 9.35 µM | 300,000 tested, 1.2% active; in the data active means activation above about 30%, passing the limit was not always enough;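 further: 0% = neutral control wells and 100% = positive control wells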
CDK5 inh: inhibitors of human CDK5/p35 kinase; Q00535+Q15078; Recombinant CDK5/p35, ADP-Glo luminescence, 60 min; inhibition, % at 10 µM; 330,000 tested, 0.01% active; AID 488839;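 active means highest replicate inhibition of at least 50% and at least 75% of replicates reaching 50%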;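 further: plate controls were DMSO neutral control for no effect and GW8510 at 10 µM for full effect; many of its hits are not listed in these tables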
MITF TRPM1 HTS: increases MITF-driven TRPM1 promoter luciferase signal | 300,000 tested, 0.75% active | SK-MEL-5 TRPM1-promoter luciferase, 24 h; % of positive control, neutral wells = 0 | activation, % at 12.5 µM;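 active means mean activation of at least 80% with every replicate also reaching 80%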;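 further: 0% = neutral control wells and 100% = parthenolide positive control wells; values of inactives mirror those of a sister screen read the other way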
SR-BI DiI-HDL act: activators of SR-BI mediated HDL lipid uptake; CHO ldlA[mSR-BI] cells, DiI-HDL uptake fluorescence, 3 h; 100 = double the neutral-control signal; activation, % at 12.5 µM; 320,000 tested, 0.096% active; AID 504775;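 active means mean replicate activation of at least 60% and every replicate at or above 60%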;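 further: 0% = median plate neutral-control signal and 100% = twice that signal; values of inactives mirror those of a sister screen read the other way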
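System: LDL receptor-deficient CHO ldlA cells overexpressing murine SR-BI | Timing: 3 h uptake period with compound, 37 °C | Medium: HEPES-buffered (25 mM, pH 7.4) F12 plus 0.5% BSA | Dosing: Single-point compound dose | Signal: Bottom-read fluorescence, 550/595 nm | Read-out: Retained DiI signal reflecting DiI-HDL uptake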
SR-BI DiI inh: inhibitors of mouse SR-BI mediated HDL lipid uptake; 320,000 tested, 0.96% active; inhibition, % at 12.5 µM; ldlA[mSR-BI] CHO cells, DiI-HDL uptake fluorescence, 3 h; AID 488896;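 active means mean replicate inhibition of at least 70% and a set share of replicates each scoring 70 or more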;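 further: 0% = median of neutral control wells and 100% = median of positive control wells; values of inactives mirror those of a sister screen read the other way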
Target sequence (Q61009 whole entry, looked up): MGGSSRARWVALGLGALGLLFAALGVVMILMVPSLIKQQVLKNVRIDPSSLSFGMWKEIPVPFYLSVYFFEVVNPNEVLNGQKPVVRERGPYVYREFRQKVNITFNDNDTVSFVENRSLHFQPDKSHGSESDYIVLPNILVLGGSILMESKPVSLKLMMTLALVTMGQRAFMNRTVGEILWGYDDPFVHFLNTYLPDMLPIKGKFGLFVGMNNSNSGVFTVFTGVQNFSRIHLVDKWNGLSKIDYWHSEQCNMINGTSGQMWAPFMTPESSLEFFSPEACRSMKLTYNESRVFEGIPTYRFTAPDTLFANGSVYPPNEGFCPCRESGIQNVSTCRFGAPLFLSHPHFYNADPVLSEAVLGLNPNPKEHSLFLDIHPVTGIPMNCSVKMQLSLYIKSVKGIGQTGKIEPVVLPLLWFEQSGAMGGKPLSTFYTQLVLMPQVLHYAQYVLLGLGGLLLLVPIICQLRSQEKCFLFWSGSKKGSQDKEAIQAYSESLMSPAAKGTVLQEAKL
Rtt109 HAT inh: C. albicans Rtt109 histone acetyltransferase inhibition; purified Rtt109/Vps75, ThioGlo CoA-SH fluorescence, 4 h; 330,000 tested, 0.16% active; Q5AAJ8; inhibition, % at 34.9 µM;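 active means inhibition of at least 50% in every replicate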
cardiac RTF act: increases calcium sensitivity of human cardiac regulated thin filaments; IANBD-labeled TnC RTF fluorescence at EC20 calcium; 0% EC20 calcium, 100% full calcium; P19429+P45379; 340,000 tested, 0.24% active; activation, % at 7.2 µM; AID 493008;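 active means activation above the mean over all tested compounds plus 3 SD, cut at about 30% in these data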;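 further: rise in fluorescence read as greater calcium sensitivity of cardiac thin filaments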
PvdQ acylase: P. aeruginosa PvdQ acylase inhibition; purified PvdQ acylase, fluorescence plate reader; inhibition, % at 10 µM; 340,000 tested, 0.063% active; in the data active means inhibition above about 30%, passing the limit was not always enough;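 further: 0% = vehicle neutral wells and 100% = reference inhibitor wells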
dFosB act: activators of mouse delta FosB homodimer. P13346. purified delta FosB, TAMRA-CDK5 oligo fluorescence polarization; percent of positive-control signal above neutral wells. activation, % at 25 µM. 340,000 tested, 0.99% active. AID 493131;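 active means mean activation above about 17%, with every replicate also reaching it, limit read from the data, passing the limit was not always enough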;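 further: fluorescence polarization rise as delta FosB binds a TAMRA Cdk5 AP-1 oligo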
* marks the source's active call; other numbers are inactive results; i = inactive; · = no result given.

SMILES	HTR5A ag	Wnt act	CDK5 inh	MITF TRPM1 HTS	SR-BI DiI-HDL act	SR-BI DiI inh	Rtt109 HAT inh	cardiac RTF act	PvdQ acylase	dFosB act
CCOc1ccc2[nH]c(=O)c(CN(CCO)C3(c4nnnn4C4CCCCC4)CCCCC3)cc2c1	-3	-2	1.3	·	4	-4	11	-3	8	-3
CC[C@H]1CN2CCC1C[C@@H]2[C@H](O)c1ccnc2ccc(OC)cc12 (stereo partly drawn)	-2	1	0.3	2	2	-2	3	2	-7	-7
COc1cc(C(=O)Nc2ccc(Br)cc2C(=O)c2ccccc2)cc(OC)c1OC	2	·	0.6	4	-81	81*	-6	6	-10	-12
NCCc1ccc(S(N)(=O)=O)cc1	0	0	-2.1	4	17	-17	-7	4	-4	-2
COc1cc2c3cc1Oc1cc(ccc1O)C[C@@H]1c4c(cc(OC)c(O)c4Oc4cccc(c4)C[C@@H]3N(C)CC2)CC[N+]1(C)C	2	1	-0.5	-4	7	-7	6	4	-8	16
COC(=O)C(O)(c1ccc(NC(=O)c2ccco2)c(OC)c1)C(F)(F)F (stereo not drawn)	-2	·	-1.7	2	-39	39	8	-1	3	-8
CCN(CC)c1ccc(C=C2C(=O)N(C)C(=S)N(C)C2=O)o1	-5	14	0.9	29	-14	14	0	22	3	2
Cc1ccc(S(=O)(=O)Oc2ccccc2C=C2C(=O)N(C)C(=O)N(C)C2=O)cc1	0	3	1.3	16	16	-16	29	-4	6	-3
Cn1cnc(CCN)c1	7	-2	0.0	-1	5	-5	2	2	-7	4
COC(=O)C(O)(c1c[nH]c2ccccc12)C(F)(F)F (stereo not drawn)	-3	·	2.7	·	-2	2	0	1	-12	-9
Cc1ccc(OP(=O)(NCc2ccccc2)Oc2ccc(C)cc2)cc1	2	·	1.2	8	-2	2	-5	0	-14	-4
O=c1[nH]c(=O)n(-c2ccccc2Cl)c(O)c1C=NCCN1CCCCC1	2	·	3.4	·	7	-7	3	8	-9	1
CC(=O)C1CCC2C3CCC4CC(O)CCC4(C)C3CCC12C (stereo not drawn)	-5	-3	-0.6	4	-4	4	14	7	5	4
O=C(COc1ccc(Br)cc1)N1CCN(Cc2c[nH]c3ccccc23)CC1	1	·	0.3	-3	3	-3	31	-4	9	-7
S=C=Nc1cccc(C2(N3CCCCC3)CCCCC2)c1	·	0	-1.1	-74	5	-5	30	-4	13	-4
COc1ccccc1C=C1C(=O)NC(=S)NC1=O	-2	-4	1.6	-10	27	-27	-3	-5	6	-1
CC12CCC3C(CCC4(O)CC(O)CCC34C=O)C1(O)CCC2C1=CC(=O)OC1 (stereo not drawn)	29*	-10	0.4	-80	5	-5	-1	-1	-12	8
COc1cc(CN=C(C)c2c(O)n(C)c(=O)n(C)c2=O)cc(OC)c1	1	-3	-0.1	·	-18	18	-4	-2	-4	-14
C[C@]12CCC3C(CC[C@H]4C[C@H](O)CC[C@]34C)C1[C@@H](O)C[C@@H]2O (stereo partly drawn)	-6	-4	-4.1	2	10	-10	8	-4	-12	0
COc1ccc(CCNC(C)CCc2ccc(OC)cc2)cc1 (stereo not drawn)	-3	-4	0.5	2	14	-14	-17	-6	-7	-13

Of the compounds above, these contain a CF3 group:
SMILES	HTR5A ag	Wnt act	CDK5 inh	MITF TRPM1 HTS	SR-BI DiI-HDL act	SR-BI DiI inh	Rtt109 HAT inh	cardiac RTF act	PvdQ acylase	dFosB act
COC(=O)C(O)(c1ccc(NC(=O)c2ccco2)c(OC)c1)C(F)(F)F (stereo not drawn)	-2	·	-1.7	2	-39	39	8	-1	3	-8
COC(=O)C(O)(c1c[nH]c2ccccc12)C(F)(F)F (stereo not drawn)	-3	·	2.7	·	-2	2	0	1	-12	-9

The listing continues.
SMILES	HTR5A ag	Wnt act	CDK5 inh	MITF TRPM1 HTS	SR-BI DiI-HDL act	SR-BI DiI inh	Rtt109 HAT inh	cardiac RTF act	PvdQ acylase	dFosB act
Fc1ccc2c(c1)nnn2C1CCN(Cc2nnnn2CCc2ccccc2)CC1	·	-3	-1.0	·	-25	25	12	8	-9	-8
O=C(Cc1ccccc1)OC(COCc1ccccc1)CN1CCOCC1 (stereo not drawn)	0	0	1.1	2	4	-4	-11	-4	0	-3
CC[n+]1c(/C=C/C=C/c2ccc(N(C)C)cc2)sc2ccccc21	-9	-17	15	·	-94	94*	-9	3	-1	155*
CCOC(=O)/C(=N\Nc1ccccc1)N1CC1	0	3	-0.8	22	30	-30	-7	9	-16	6
O=c1[nH]c(=S)n(Cc2ccc(F)cc2)c(O)c1C=NCC1CCCO1 (stereo not drawn)	2	-5	0.3	·	20	-20	15	1	5	-8
C#CC1(O)C=CC2C3CCC4=CC(=O)CCC4C3CCC21CC (stereo not drawn)	-3	1	1.0	-8	-1	1	-3	0	-13	-9
O=C(O)C1=CC2c3ccccc3C1c1ccccc12	-4	1	-6.8	4	16	-16	-4	19	-7	-2
CN1c2ccc([N+](=O)[O-])cc2CC2(C(=O)NC(=O)N(c3ccccc3)C2=O)C1c1ccccc1 (stereo not drawn)	-3	-2	0.6	-14	8	-8	4	0	-4	-4
Cc1ccc(CN2C3CCCC2CC(NC(=O)Nc2cccc(F)c2)C3)cc1 (stereo not drawn)	5	-1	-1.2	9	-19	19	14	3	-12	-6
O=C1/C(=C\c2cc3c(cc2Cl)OCO3)N2CCC1CC2	0	·	1.2	0	1	-1	1	5	3	8
CN1C(=O)NC(=O)[C@]2(Cc3ccccc3N3CCN(c4ccccc4)CC32)C1=O (stereo partly drawn)	4	·	-1.0	-3	0	0	15	5	-1	-13
CC(=O)OC(C)(C)/C=C/C(=O)C(C)(O)C1C(O)CC2(C)C3CC=C4C(CC(O)C(=O)C4(C)C)C3(C)C(=O)CC12C (stereo not drawn)	1	-4	1.3	·	9	-9	4	-5	-18	-3
CC(C(=O)Nc1ccc(Cl)cc1Cl)N1CC=C(c2ccccc2)CC1 (stereo not drawn)	0	·	-0.3	2	-24	24	1	2	-6	0
CCc1ccc(N2C(=O)NC(=O)/C(=C/c3cccn3CCOc3ccc(C(C)CC)cc3)C2=O)cc1 (stereo not drawn)	3	3	0.8	-4	14	-14	-6	-5	-17	-7
CN1C(=O)C(Cc2ccccc2)C(=O)N(C)C1=O	-3	-16	-2.0	-2	19	-19	-5	0	-22	-2
CC(C)Nc1ccc(Nc2ccccc2)cc1	-4	5	1.2	-9	-14	14	5	-21	-4	-9
C=C1N2CCC(CC2)C1(O)c1ccccc1C (stereo not drawn)	2	·	0.2	-9	24	-24	16	10	1	1
O=C(c1cc(F)ccc1F)C1CCCN(Cc2ccc3nonc3c2)C1 (stereo not drawn)	4	-3	0.1	-6	7	-7	1	0	7	2
O=c1oc2ccccc2c(O)c1C(c1ccccn1)c1c(O)c2ccccc2oc1=O	3	-3	-0.6	-14	·	·	2	2	-4	-3
O=C(Cc1ccccc1)N1CCN(CC2CC=CCC2)CC1 (stereo not drawn)	2	-4	0.1	-1	13	-13	-1	0	-5	-3
C[C@]12CC[C@H](O)CC1=CC[C@@H]1[C@@H]2CC[C@]2(C)C(=O)CC[C@@H]12	-2	0	0.0	8	8	-8	2	-3	9	-11
Cc1ccc(Cn2nnnc2CN2CCC(n3nnc4cc(C(F)(F)F)ccc43)CC2)cc1	·	1	0.6	·	11	-11	-6	5	-8	-15
COc1ccc(CN2CCN(C(=O)COc3cccc(C)c3)CC2)c(OC)c1	-4	·	-3.2	5	-7	7	4	3	3	-4
Cc1ccc(CS(=O)(=O)Cc2ccc(C(=O)N3CCC4(CC3)OCCO4)o2)cc1	6	·	-2.8	0	13	-13	-2	4	-4	-1
CCn1c(O)c(/C=N/NC(=O)c2ccccc2)c(=O)[nH]c1=S	-4	15	0.5	-3	-38	38	-2	-3	-13	1
NP(=O)(OCCCc1ccccc1)c1ccccc1 (stereo not drawn)	5	-3	-0.7	7	45	-45	4	-8	-6	9
COc1ccc(C(=O)C(Cc2ccccc2)N(C)C)cc1 (stereo not drawn)	3	8	0.2	10	12	-12	1	-7	6	1
CCCNC(=O)N1C2CCC1CC(O)(c1cccnc1)C2 (stereo not drawn)	-5	-6	-0.8	7	7	-7	-15	0	7	-1
CC1(CCO)C(=O)NC(=S)NC1=O	-3	0	0.1	-3	0	0	7	-9	-11	-2
COc1ccc(OCC#CCN2CCC(C)CC2)cc1	-2	·	0.4	0	13	-13	0	1	-7	1
CCOc1cc(CNCCc2ccccc2F)ccc1OC	-3	0	0.2	-4	·	·	-4	0	-16	-4
COC1=C(OC)[C@]23CCc4ccc(OC)c(OC)c4[C@]2(CCN3C)CC1=O	2	-4	1.7	3	15	-15	16	-5	3	-6
CC(O)C1C=CC=CC(=O)OC2CC3OC4C5OC5(C)C(O)CC4(COC(=O)C(O)C(C)CCO1)C2(C)C31CO1 (stereo not drawn)	-2	-3	-0.8	-79	27	-27	5	2	-3	0
NC(=O)c1c(Br)n(C2OC(CO)C(O)C2O)c2ncnc(N)c12 (stereo not drawn)	2	-19	7.2	·	4	-4	-2	-4	-3	1
CCOP(=O)(OCC)C(NC(=O)Cc1ccccc1)C(Cl)(Cl)Cl (stereo not drawn)	-4	-2	-1.6	-4	23	-23	-6	1	6	-1
CCCCN1C(=O)NC(=O)C2(Cc3ccccc3N3CCOCC32)C1=O (stereo not drawn)	-1	-3	1.1	·	22	-22	-10	17	-12	-5
COc1ccc(CCC(=O)N2C[C@H]3C[C@@H](C2)c2cccc(=O)n2C3)cc1	-1	-1	-2.2	-2	20	-20	-1	11	-2	-3
COc1cc(C=C2C(=O)NC(=O)NC2=O)ccc1OS(=O)(=O)c1ccccc1[N+](=O)[O-]	6	5	11	16	2	-2	-37	-5	-14	-8
Cc1ccc2c(c1)C1CN(C)CCC1N2C(=O)/C(C#N)=C/c1ccc2c(c1)OCO2 (stereo not drawn)	·	-2	-1.3	1	-22	22	4	-2	-5	-5
O=C(Nc1ccccc1)NC1CC2CCC(C1)N2 (stereo not drawn)	-4	·	2.4	·	1	-1	0	-2	4	-2
CCOc1ccc(-n2c(CC)nc3ccccc3c2=O)cc1	0	-2	0.7	-9	-10	10	3	4	-12	-8
COc1ccc(N=Cc2c(O)n(CC3CCCO3)c(=O)[nH]c2=O)cc1 (stereo not drawn)	2	28	-0.1	7	-8	8	·	-8	3	-7
COc1ccc(C(C)=O)cc1CC(C(=O)c1ccc(C)cc1)N(C)C (stereo not drawn)	0	0	-1.8	-1	13	-13	20	11	3	-8
CC12CCC(O)CC1CCC1C2CCC2(C)C(C(=O)CC(O)C(F)(F)F)CCC12 (stereo not drawn)	2	-3	1.2	·	-13	13	-4	0	-14	-14
O=c1ccc2cc(O[C@@H]3O[C@@H](CO)[C@H](O)[C@@H](O)[C@@H]3O)c(O)cc2o1	1	-2	-0.1	0	-9	9	i	5	-8	-2

Not all compounds are listed. The share of hits here may be higher or lower than overall.
